# Source: PubChem BioAssay
# Arrestin-AP2 inh: blocks beta-arrestin peptide binding to AP2 adaptin. FITC-arrestin peptide / GST-AP2 beads, flow cytometry; AP2 beta2 appendage carries R879A mutation. inhibition, % at 10 µM. actives 0.31% (n = 340,000). AID 504490;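 active means inhibition above a set limit, near 3 SD of compounds lacking own fluorescence, cut at about 54% in these data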;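 further: plate controls were DMSO wells for no effect and 5 µM unlabelled arrestin peptide for full effect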
#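 System: GST-tagged AP2 beta2-adaptin appendage (R879A) on 4 µm glutathione beads / Reagent: FITC-arrestin peptide, 50 nM / Detection: HyperCyt-sampled flow cytometry, FL1 channel, ex 488/em 535 nm / Timing: 12 min plus 1 h, RT / Buffer or medium: PBS plus Tween 20 (0.05%) and BSA (0.1%)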
# SR-BI DiI-HDL act: SR-BI HDL lipid transfer activation; actives 0.096% (n = 320,000); AID 504775; CHO ldlA[mSR-BI] cells, DiI-HDL uptake fluorescence, 3 h; 100 = double the neutral-control signal; activation, % at 12.5 µM;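 active means mean replicate activation of at least 60% and every replicate at or above 60%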;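 further: 0% = median plate neutral-control signal and 100% = twice that signal; values of inactives mirror those of a sister screen read the other way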
#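 Material – SR-BI-overexpressing, LDLR-lacking CHO cells · Medium – BSA-supplemented, HEPES-buffered Ham's F12, pH 7.4 · Doses – single concentration · Times – compound with DiI-HDL co-incubation, 3 h at 37 °C · Measured by – bottom-read fluorescence, 550/595 nm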
# PvdQ inh: blocks Pseudomonas aeruginosa PvdQ acylase activity. actives 0.063% (n = 340,000). inhibition, % at 10 µM. purified PvdQ acylase, fluorescence plate reader; in the data active means inhibition above about 30%, passing the limit was not always enough;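 further: 0% = vehicle neutral wells and 100% = reference inhibitor wells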
# Keap1 Nrf2 FP: inhibitors of human Keap1-Nrf2 protein-protein interaction; Keap1 Kelch-Nrf2 peptide fluorescence polarization, 1536-well; inhibition, % at 9.4 µM; actives 0.15% (n = 340,000); AID 504523; in the data active means inhibition above about 12%;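 further: human Keap1 Kelch domain with fluorescein labeled Nrf2 9mer peptide probe; 0% = neutral control wells and 100% = peptide positive control; higher means more block of Keap1 binding to Nrf2 peptide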
# PKA-R2B act: activates the human PKA-R2B holoenzyme complex; P22694+P31323; PKA-R2B holoenzyme dissociation, Cy5-IP20 fluorescence polarization; R2B truncated from residue 108, S112A mutant; 0% DMSO only, 100% 113 µM cGMP; activation, % at 11.4 µM; actives 0.079% (n = 340,000); AID 504700;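 active means activation above a cutoff set at the mean over all compounds plus 3 SD, cut at about 18% in these data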;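 further: higher means more holoenzyme dissociation and a rise in polarization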
# Target sequence (P31323 whole entry, looked up, other chains not shown, the tested form may be a part): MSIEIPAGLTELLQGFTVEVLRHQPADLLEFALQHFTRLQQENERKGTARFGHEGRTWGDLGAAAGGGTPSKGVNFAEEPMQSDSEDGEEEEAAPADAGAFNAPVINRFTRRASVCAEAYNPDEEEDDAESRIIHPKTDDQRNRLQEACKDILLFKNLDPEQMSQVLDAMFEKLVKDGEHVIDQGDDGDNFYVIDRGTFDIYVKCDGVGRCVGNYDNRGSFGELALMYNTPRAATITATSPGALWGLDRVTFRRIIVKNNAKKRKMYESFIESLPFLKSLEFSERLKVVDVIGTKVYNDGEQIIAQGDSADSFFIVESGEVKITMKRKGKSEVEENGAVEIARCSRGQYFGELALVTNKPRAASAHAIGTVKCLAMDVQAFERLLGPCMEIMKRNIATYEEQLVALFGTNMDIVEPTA
# RTF Ca sens inh: cardiac RTF calcium desensitization; inhibition, % at 7.15 µM; P19429+P45379; IANBD-labeled cardiac RTF, Ca2+ fluorescence; AID 493244; actives 0.12% (n = 340,000);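 active means inhibition above the mean inhibition of all tested compounds plus 3 SD, cut at about 17% in these data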;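 further: assay run at fixed EC70 calcium of 1.6 mM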
# NSD2 inh: inhibitors of human histone methyltransferase NSD2 | actives 0.54% (n = 310,000) | O96028 | AID 743445 | inhibition, % at 12.5 µM | NSD2 peptide methylation, AlphaScreen, 120 min; in the data active means inhibition above about 50%
# DAGLB inh: blocks human DAGLB lipase activity | HEK293T DAGLB membrane lysate, EnzChek fluorogenic substrate | inhibition, % at 5.17 µM | actives 0.059% (n = 340,000); in the data active means inhibition above about 34%;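 further: 0% = enzyme with vehicle and 100% = wells lacking enzyme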
# SR-BI DiI inh: blocks mouse SR-BI lipid uptake from DiI-HDL. Q61009. ldlA[mSR-BI] CHO cells, DiI-HDL uptake fluorescence, 3 h. actives 0.96% (n = 320,000). inhibition, % at 12.5 µM. AID 488896;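 active means mean replicate inhibition of at least 70% and a set share of replicates each scoring 70 or more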;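 further: 0% = median of neutral control wells and 100% = median of positive control wells; values of inactives mirror those of a sister screen read the other way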
# Target sequence (Q61009 whole entry, looked up): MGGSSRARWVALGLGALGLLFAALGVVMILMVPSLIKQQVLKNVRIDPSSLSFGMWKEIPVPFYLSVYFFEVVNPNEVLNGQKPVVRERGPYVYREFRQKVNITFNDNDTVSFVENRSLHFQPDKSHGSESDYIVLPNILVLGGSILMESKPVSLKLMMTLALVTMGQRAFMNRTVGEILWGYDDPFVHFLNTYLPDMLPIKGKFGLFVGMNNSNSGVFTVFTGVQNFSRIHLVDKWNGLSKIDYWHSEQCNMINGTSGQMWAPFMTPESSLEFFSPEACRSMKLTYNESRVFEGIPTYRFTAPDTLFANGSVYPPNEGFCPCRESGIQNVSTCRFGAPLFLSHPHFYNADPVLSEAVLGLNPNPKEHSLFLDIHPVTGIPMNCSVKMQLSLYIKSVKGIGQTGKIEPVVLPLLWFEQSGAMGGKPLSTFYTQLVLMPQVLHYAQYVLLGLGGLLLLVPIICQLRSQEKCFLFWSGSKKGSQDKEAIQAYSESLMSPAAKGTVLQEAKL
# C-LANA FP: blocks KSHV LANA C-terminal domain binding to DNA | MBP-C-LANA/FAM-LBS DNA binding, fluorescence polarization | inhibition, % at 9 µM | actives 0.078% (n = 340,000);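 active means highest replicate inhibition at or above 60% at 9 µM, even if other replicates fall short; inactive means all replicates below 60% inhibition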;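 further: 0% = neutral control wells and 100% = 4 µM acridine orange control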
# * marks the source's active call; other numbers are inactive results; · = no result given.
SMILES,Arrestin-AP2 inh,SR-BI DiI-HDL act,PvdQ inh,Keap1 Nrf2 FP,PKA-R2B act,RTF Ca sens inh,NSD2 inh,DAGLB inh,SR-BI DiI inh,C-LANA FP
Cc1oc(S(=O)(=O)N2CCCC2)cc1C(=O)Nc1ccc(F)cc1,3,7,-17,-4,1,-7,1,0,-7,0.5
O=C(O)CCCC(=O)Nc1c(F)c(F)c(F)c(F)c1F,-9,1,-14,2,-5,1,-1,-4,-1,0.7
O=C(CSC1=NC(=O)C(c2ccccc2)C(=O)N1)Nc1ccccc1Cl (centres undefined),3,21,-6,-4,-6,-6,-1,0,-21,1.5
COc1ccc(C(=O)NCC(=O)N2CCc3ccccc3C2)cc1,21,7,1,-2,3,-1,6,-1,-7,1.7
Cc1ccc(C(=O)COc2ccccc2C(=O)Nc2ccccc2)cc1,2,-62,3,-3,1,0,-2,-1,62,0.7
CC(OC(=O)CCc1nc2ccccc2[nH]c1=O)c1ccccc1 (centres undefined),5,12,-3,-1,-3,6,·,2,-12,0.4
Clc1cccc(CSc2nnc(-c3ccccn3)n2Cc2ccco2)c1,4,-31,4,-5,-1,-18,2,-11,31,-2.1
Cc1ccc(C)c(OCC(=O)NNC(=O)C2CC2)c1,20,0,-4,-5,-12,-8,1,0,0,-0.6
O=C(COC(=O)/C=C/c1ccccc1Cl)NC(=O)NCc1ccccc1,-10,32,-12,-3,-5,-15,-1,-1,-32,-1.7
COc1ccc(NC(=O)C(=O)N/N=C(\C)CC(=O)Nc2ccccn2)c(OC)c1,6,-10,-9,5,-8,-5,·,-4,10,1.0
CC(C)NC(=O)c1ccc2c(c1)N(CC(=O)NC1CCCCC1)C(=O)C(C)(C)O2,0,11,-8,-4,-3,-6,-1,0,-11,1.8
O=C(CN1CCOCC1)NNc1c2ccccc2nc2ccccc12,2,-29,0,2,3,-8,0,0,29,0.2
CCCc1cc(N2CCCC(C(=O)Nc3c(OC)cccc3OC)C2)n2ncnc2n1 (centres undefined),-3,-25,3,6,4,-2,-2,2,25,9.7
CC1(C)CC(=O)C2=C(C1)N(c1ccccc1)C(N)=C(C#N)C2c1ccccc1 (centres undefined),-4,-38,5,3,2,-5,1,0,38,0.1
CS(=O)(=O)c1ccc(C(=O)NCC(c2ccco2)N2CCCCC2)cc1 (centres undefined),-3,13,-16,2,3,-7,-2,2,-13,0.9
CC1(C)CC(=O)C2=C(C1)OC(N)=C(C#N)C2Cc1ccccc1 (centres undefined),-10,52,-13,1,-1,3,2,-1,-52,-1.1
CCOc1ccc(NC(=O)C2CC(=O)N=C(N)S2)cc1 (centres undefined),2,-8,-6,-5,-2,3,·,4,8,0.5
CCC(=O)NCc1nc2ccccc2n1Cc1ccccc1F,20,1,0,1,1,3,·,-4,-1,-1.4
CC(=O)n1cc([C@H]2C=C(C(N)=O)O[C@@H](OCc3ccc(CO)cc3)C2)c2ccccc21,1,7,-9,5,1,-13,·,0,-7,2.0
COc1ccccc1NC(=O)CCCCC(=O)Nc1ccccc1OC,31,-11,7,3,-8,-2,-1,-3,11,0.1

# A draw from above in order of heavy-atom count, falling:
SMILES,Arrestin-AP2 inh,SR-BI DiI-HDL act,PvdQ inh,Keap1 Nrf2 FP,PKA-R2B act,RTF Ca sens inh,NSD2 inh,DAGLB inh,SR-BI DiI inh,C-LANA FP
CC(=O)n1cc([C@H]2C=C(C(N)=O)O[C@@H](OCc3ccc(CO)cc3)C2)c2ccccc21,1,7,-9,5,1,-13,·,0,-7,2.0
COc1ccccc1NC(=O)CCCCC(=O)Nc1ccccc1OC,31,-11,7,3,-8,-2,-1,-3,11,0.1
CC1(C)CC(=O)C2=C(C1)OC(N)=C(C#N)C2Cc1ccccc1 (centres undefined),-10,52,-13,1,-1,3,2,-1,-52,-1.1

# Additional structures:
SMILES,Arrestin-AP2 inh,SR-BI DiI-HDL act,PvdQ inh,Keap1 Nrf2 FP,PKA-R2B act,RTF Ca sens inh,NSD2 inh,DAGLB inh,SR-BI DiI inh,C-LANA FP
COc1ccc(CCNC(=O)c2ccco2)cc1OC,10,8,-6,-3,-7,-5,-3,2,-8,-1.0
NC(=O)c1nsc(C(=O)N(c2cccc(F)c2)C(C(=O)NCC2CCCO2)c2c[nH]c3ccccc23)c1N (centres undefined),13,-5,-4,1,-5,10,32,3,5,-1.6
CC[C@]12C(=O)N(C)C[C@H]([C@@H]3C(=O)N(Cc4ccccc4)C(=O)[C@@H]31)N2C(=O)c1ccc(F)cc1,13,5,-6,-5,-1,-5,·,0,-5,0.5
COc1ccc(/C=N/NC(=O)CNC(=O)C2COc3ccccc3O2)cc1OC (centres undefined),·,-45,-12,-5,7,-18,-6,1,45,0.3
O=C(CNC(=O)c1cccc([N+](=O)[O-])c1)NC1CCCc2ccccc21 (centres undefined),23,-10,-6,-1,3,-3,-1,2,10,-1.2
O=C(NC(=S)Nc1ccc(N2CCOCC2)cc1)c1ccco1,-2,7,-7,1,-5,-2,3,1,-7,0.2
CN(C)C(=O)CCc1ccc2c3c([nH]c2c1)[C@]1(C)[C@@H](C(=O)N2CCOCC2)C[C@H](CC(=O)NCc2cccc(C(F)(F)F)c2)C(=O)N1CC3,7,-12,-6,-1,0,-1,·,-2,12,-0.1
Cc1cc(C)cc(N(C(=O)C2CCCC2)C2C=CS(=O)(=O)C2)c1 (centres undefined),-2,3,-5,-2,1,-3,-2,0,-3,0.0
CCN(CC)S(=O)(=O)c1ccc(NC2c3ncccc3C(=O)N2Cc2ccccc2)cc1 (centres undefined),0,7,-7,-1,11,-5,-20,1,-7,1.6
CC(=O)N1N=C(c2cccc(Br)c2)OC12CCCC2,32,24,-3,-2,-8,5,0,-3,-24,1.1
O=C(COC(=O)c1ccc2c(c1)C(=O)N(Cc1ccncc1)C2=O)Nc1cccc2ccccc12,11,14,10,-3,-5,-15,0,0,-14,-1.4
CN(C)S(=O)(=O)c1cccc(C(=O)NCC(=O)NC2CCN(Cc3ccccc3)CC2)c1,2,3,-3,2,-14,10,·,0,-3,3.5
Cc1cc([N+](=O)[O-])cnc1NC(C)c1ccccc1 (centres undefined),27,15,5,-1,1,-6,0,-7,-15,-1.0
CCCCOC(=O)CCc1nc2ccccc2[nH]1,5,4,-11,-8,-12,-1,-1,-1,-4,0.5
COc1cc(C(=O)Nc2ccc3c(c2)OCCO3)c(-n2cnnn2)cc1OC,-1,-4,-4,0,-5,-5,-1,1,4,-0.7
Cc1ccc(/C(N)=N/OC(=O)CCC2CCCCC2)cc1,35,15,0,-2,6,-3,-4,-2,-15,0.1
CN(C(=O)c1ccc(NC(=O)Cc2ccc(NC(=O)C3CCN(C(=O)C4CCCCC4)CC3)cc2)cc1)C1CC1,22,-18,1,-5,7,1,·,-1,18,0.1
OCC[C@H]1C[C@@H](O)[C@H](O)[C@@]2(CCc3ccccc3CO2)O1,-6,18,-6,-5,-9,-1,·,-1,-18,-1.1
CC1(C)CC(=O)c2sc(NC(=O)C3CC3)nc2C1,4,23,-12,-6,6,-9,·,1,-23,-0.6
N#CC(C#N)=Cc1ccc(NC(=O)c2ccc(Br)cc2)cc1,37,-25,13,-1,-6,-3,3,1,25,3.4
O=C(NCc1cccnc1)c1sc2ccccc2c1Cl,7,18,1,-2,7,-8,-1,1,-18,0.2
Cc1ccc2cc3cc(C(=O)NCCN4CCOCC4)oc3nc2c1,-1,-8,4,8,11,-9,-3,2,8,-1.0
O=S(=O)(Nc1cccc(-c2cn3cccnc3n2)c1)c1ccc(Cl)cc1,14,-1,-4,2,2,-2,-3,-2,1,-0.7
O=C(Nc1ccc(S(=O)(=O)N2CCOCC2)cc1)c1ccc([N+](=O)[O-])cc1Cl,33,9,2,3,8,-3,-2,0,-9,-0.1
CS(=O)(=O)N1CCN(c2ccc([N+](=O)[O-])c3cccnc23)CC1,-11,-26,-14,-2,5,-2,-1,1,26,65
COc1ccccc1CNS(=O)(=O)c1ccc2c(c1)oc(=O)n2C,-1,-3,-9,0,-9,-13,·,1,3,-1.4
COc1ccc(OC)c(S(=O)(=O)Nc2ccc(OCC(=O)O)cc2)c1,17,·,-4,1,-1,-4,·,-1,·,-0.2
Cc1ccc2c(C)nc(N/C(N)=N/S(=O)(=O)c3ccccc3)nc2c1,3,19,-10,-2,5,-14,-1,3,-19,3.4
CC1CN(C2CCN(C(=O)COc3ccc(Cl)cc3)CC2)CC(C)O1 (centres undefined),-6,27,-17,-3,-3,-9,3,-1,-27,-1.8
Clc1ccc(CNCCCSc2ncccn2)cc1Cl,20,19,0,-1,-7,-13,6,1,-19,0.3
CCOC(=O)C1CCN(C2CCN(C(=O)c3oc4c(C)c(C)ccc4c3C)CC2)CC1,-12,-38,-14,-11,-3,-4,·,-2,38,0.0
CCOc1ccc(CCN2C(=S)N([C@@H](CC(C)C)CN3CCCC3CN3C(=S)NC[C@@H]3Cc3ccc(O)cc3)C[C@@H]2Cc2ccccc2)cc1 (some centres undefined),11,-2,-20,-3,-8,-13,·,-5,2,-0.1
Cc1ccc(C(=O)N2CCN(Cc3ccccc3)CC2)o1,-1,6,-1,-1,-2,4,·,1,-6,0.2
C[C@H](NC(=O)c1ccccc1)C(=O)OCC(=O)c1c[nH]c2ccccc12,22,2,0,-3,-13,-11,5,-5,-2,1.5
CCc1ccc(NC(=O)CSc2nc3ncc(Br)cc3[nH]2)cc1,9,10,-1,-4,2,-2,-6,0,-10,0.1
O=C(CSc1ncn[nH]1)Nc1ccc(Br)cc1Br,4,5,-27,-3,1,0,1,-7,-5,0.3
COc1ccccc1NS(=O)(=O)c1cccc(C(=O)N/N=C/c2ccc([N+](=O)[O-])o2)c1,-1,-13,2,-5,-9,-37,0,16,13,-0.5
C(#CC1CCCCC1)c1ccc2c(c1)COc1c3ccccc3nn1-2,4,-2,6,6,-16,2,·,-1,2,-5.7
CCc1ccc(CCC(=O)Nc2ccccc2C(=O)O)o1,-2,24,-6,-3,-2,3,-1,3,-24,-0.2
O=C(c1cc(Br)ccc1Cl)N1CCN(c2ncccn2)CC1,7,-16,-5,-2,-5,2,-3,2,16,-0.4
CC(C(=O)NCC(=O)Nc1ccc(F)c(F)c1F)N1CCN(c2ccc(O)cc2)CC1 (centres undefined),18,-3,-25,-7,-5,-2,2,-1,3,1.4
CC(C)=CCN1CCN(Cc2nc(-c3ccc(F)cc3)cs2)CC1CCO (centres undefined),23,·,3,-2,0,-7,5,0,·,0.7
COc1ccc(N2C(=O)CC(Cc3ccccc3OC)C2=O)cc1 (centres undefined),4,24,-11,-2,-2,-8,-6,-2,-24,-0.1
Cc1cccc(NC(=O)C2CCN(c3ncnc4c3nc3n4CCCCC3)CC2)n1,-4,-32,-13,1,14,-6,-1,-3,32,0.4
